Rab9 promoter act – activates the Rab9 promoter; Potency, µM (titrated, usually from 9.22 µM), for inactives: at the top dose activation, negative = inhibition, actives largely listed as activators; Huh7 Rab9 promoter-luciferase reporter, luminescence, 24 h; 320,000 compounds, 2.8% hits; further: potency means the concentration at half of the fitted maximal effect; % of control where 0% means no effect; nearly all actives have a fitted effect of over 60% in size
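Steps: seed 1500 Huh7 Rab9-luc cells per well, rest 2 h at 37 °C; add compound in DMSO; incubate 24 h; add luciferase reagent, 10 min ambient; read luminescence.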
VP16 counter – Gal4-VP16 reporter inhibition counter-screen; Drosophila S2 Gal4-VP16 UAS-luciferase, luminescence, 20 h; Potency, µM (top dose mostly 53.6 µM), for the others: at the highest dose activity, negative = inhibition, hits mostly inhibitors; 310,000 compounds, 3.5% hits;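 further: Gal4-VP16 expression switched on by copper sulfate through the metallothionein promoter; potency means the concentration at half of the fitted maximal effect; on the % scale 0 is the no-effect control and ±100 the full control effect; nearly all actives have a fitted effect of over 50% in size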
FLuc modulator – counter-screen for miR-21 project: firefly luciferase inhibitors or activators | P08659 | purified FLuc, Km substrates, luminescence inhibition | Potency, µM (top dose mostly 57.5 µM), for inactives: at the top dose activity change, negative = inhibition, hits mostly inhibitors | 360,000 compounds, 6.9% hits | AID 588342;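 further: potency means the concentration at half of the fitted maximal effect; plate controls were vehicle for no effect and reference inhibitor for full effect; nearly all actives have a fitted effect of over 55% in size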
Target sequence (P08659 whole entry, looked up): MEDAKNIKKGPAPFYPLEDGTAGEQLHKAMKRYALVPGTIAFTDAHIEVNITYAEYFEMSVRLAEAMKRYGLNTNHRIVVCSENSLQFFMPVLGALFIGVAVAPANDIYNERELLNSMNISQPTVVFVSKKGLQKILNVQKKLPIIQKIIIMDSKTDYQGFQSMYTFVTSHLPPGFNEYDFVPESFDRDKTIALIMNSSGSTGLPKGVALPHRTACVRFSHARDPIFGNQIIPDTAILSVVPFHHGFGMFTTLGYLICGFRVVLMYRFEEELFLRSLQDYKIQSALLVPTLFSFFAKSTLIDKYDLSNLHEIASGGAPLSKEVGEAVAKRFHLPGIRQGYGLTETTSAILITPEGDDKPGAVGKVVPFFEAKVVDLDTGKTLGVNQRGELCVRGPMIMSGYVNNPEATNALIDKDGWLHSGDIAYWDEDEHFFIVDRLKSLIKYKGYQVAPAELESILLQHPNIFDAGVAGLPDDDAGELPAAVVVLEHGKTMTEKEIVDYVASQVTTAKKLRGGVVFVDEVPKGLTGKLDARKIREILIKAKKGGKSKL
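Biochemical qHTS of compounds, final roughly 60 µM downward over six points, against 10 nM purified firefly luciferase using Km concentrations of substrates (10 uM D-luciferin, 10 uM ATP) in Tris acetate pH 7.5 buffer; luminescence output.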
p53 reactivator – restores transcriptional activity of mutant p53; Potency, µM (series often up to 92.2 µM), without a hit: at the top dose activity change, positive = activation, most hits filed as activators; H1299 p53-A138V BP100-luciferase reporter, luminescence, 24 h; AID 504706; 320,000 compounds, 0.063% hits; further: potency means the concentration at half of the fitted maximal effect; % of control where 0% means no effect; nearly all actives have a fitted effect of over 45% in size
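H1299 (p53-null), stable ts p53-A138V + BP100-Luc; 1000 cells/well, Opti-MEM/10% FBS; cpd 4 pt, 1:5; 24 h, 37 deg C, 5% CO2; detection reagent 10 min RT; luminescence.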
RORg inh – ROR gamma (mouse) transcription inhibition. Drosophila S2 Gal4-RORgamma UAS-luciferase reporter, 20 h. Potency, µM (doses to about 53.6 µM), for the others: top-dose activity change, negative = inhibition, most hits filed as inhibitors. 310,000 compounds, 5.4% hits; further: potency means the concentration at half of the fitted maximal effect; on the % scale 0 is the no-effect control and ±100 the full control effect; nearly all actives have a fitted effect of over 60% in size
Target sequence (P51450 whole entry, looked up, the tested form may be a part): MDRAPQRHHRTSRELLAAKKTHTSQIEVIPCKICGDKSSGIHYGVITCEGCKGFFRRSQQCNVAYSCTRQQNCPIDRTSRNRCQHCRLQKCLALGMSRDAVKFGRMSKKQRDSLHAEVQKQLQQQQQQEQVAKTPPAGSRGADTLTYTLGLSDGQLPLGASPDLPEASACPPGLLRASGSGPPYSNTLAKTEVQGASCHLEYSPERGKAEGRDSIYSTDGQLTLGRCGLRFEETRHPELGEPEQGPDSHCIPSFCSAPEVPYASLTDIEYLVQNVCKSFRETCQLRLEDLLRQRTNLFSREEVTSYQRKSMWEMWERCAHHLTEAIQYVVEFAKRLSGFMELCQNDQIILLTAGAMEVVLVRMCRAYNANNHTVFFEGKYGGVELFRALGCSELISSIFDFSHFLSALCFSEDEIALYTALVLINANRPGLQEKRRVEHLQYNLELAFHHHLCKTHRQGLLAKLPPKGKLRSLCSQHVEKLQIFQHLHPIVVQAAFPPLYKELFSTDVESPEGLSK
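ROR gamma transcriptional activity was tracked as Gal4-UAS luciferase output in stably transfected Drosophila Schneider cells, with compound added 1 hr before 700 uM copper sulfate induction and a 20 hr ambient-temperature incubation.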
BRCA1 expr act – increases BRCA1 expression; 380,000 compounds, 1.1% hits; Potency, µM (highest dose often 46.1 µM), for the others: at the highest dose activation, actives largely listed as activators; AID 624202; MCF7-BRCA1-FFLuc reporter, luminescence, 48 h; response scale: scaled: vehicle 0%, 10 µM genistein 100%; further: potency means the concentration at half of the fitted maximal effect; nearly all actives have a fitted effect of over 80% in size; some results filed as inactive show a strong effect at the top dose
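MCF7-BRCA1-FFLuc, 2000 cells/well; 2 h attach, 37 °C/5% CO2; compound 48 h; luciferase substrate 15 min; luminescence end-point. Norm. to genistein 10 microM max activation and DMSO; concentration-response curves fitted.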
NPC1 prom act – NPC1 promoter activation | Huh7 NPC1 promoter luciferase reporter, 24 h | Potency, µM (series often up to 9.22 µM), for inactives: at the top dose activation, most hits filed as activators | 320,000 compounds, 2.4% hits;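 further: potency means the concentration at half of the fitted maximal effect; % of control where 0% means no effect; nearly all actives have a fitted effect of over 60% in size; reporter is driven by a mutant NPC1 promoter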
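In 1536-well qHTS, Huh7 cells harboring an NPC1 promoter–luciferase construct received compound for 24 h; activation was quantified by luminescence following luciferase reagent addition.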
Tb PFK inh – blocks T. brucei phosphofructokinase. O15648. T. brucei PFK, ADP-Glo luminescence. Potency, µM (series often up to 57.5 µM), without a hit: top-dose activity, negative = inhibition, hits mostly inhibitors. 330,000 compounds, 0.17% hits. AID 485367;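 further: potency means the concentration at half of the fitted maximal effect; 0% = uninhibited 1x PFK enzyme wells and -100% = no-enzyme wells; nearly all actives have a fitted effect of over 60% in size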
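ADP-Glo luminescence quantified ADP after 45 min at room temperature, with 1.25 nM T. brucei PFK, 0.1 mM ATP and 0.5 mM fructose-6-phosphate in pH 8.0 TEA buffer. qHTS titrations up to 57 µM; curves classified by quality.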
ELG1 repair inh – ELG1-dependent DNA repair inhibition. HEK293T ELG1-luciferase reporter, luminescence, 16 h; DNA damage induced by 5-fluorouridine. Potency, µM (series often up to 46.1 µM), without a hit: top-dose activity change, negative = inhibition, hits mostly inhibitors. 330,000 compounds, 2.3% hits; further: potency means the concentration at half of the fitted maximal effect; on the % scale 0 is the no-effect control and ±100 the full control effect; nearly all actives have a fitted effect of over 55% in size
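Reporter activity after DNA damage by 5-fluorouridine is monitored. Compound-treated cells incubate 16 hr at 37 °C, then ONE-Glo is added for 30 min before luminescence reading.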
TRPV1 agonist – activates the human vanilloid receptor TRPV1; TRPV1-expressing cells, Fluo-8 calcium influx, agonist mode; 320,000 compounds, 0.19% hits; activation, % at 8.33 µM; AID 540275; in the data active means activation above about 80%; inconclusive means between about 30% and that limit; further: 0% is about no effect
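TRPV1-expressing cells were cultured overnight at 35.5C and loaded with Fluo-8 calcium dye for 40 to 90 min at room temperature. After a 10 s baseline, compound was added and calcium influx was read kinetically for 3 min (ex 480/em 520 nm).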
ELG1 genotox – genotoxicity induction in ELG1-luciferase HEK293T cells; HEK293T ELG1-luciferase reporter, luminescence, 16 h; Potency, µM (doses to about 46 µM), for inactives: at the highest dose activity change, positive = activation, hits mostly activators; 330,000 compounds, 1.3% hits; further: potency means the concentration at half of the fitted maximal effect; % of control where 0% means no effect; nearly all actives have a fitted effect of over 60% in size
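DMSO vehicle served as control against compound-treated ELG1-luciferase HEK293T cells; exposure lasted 16 hr at 37 °C and 5% CO2, followed by ONE-Glo luminescence detection after 30 min.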
* marks the source's active call; other numbers are inactive results. Unless noted, the call rests on the fitted dose curve; in most records, active means well fitted curve in the direction sought with a large enough effect; inconclusive means small, poorly fitted or top-dose-only effect, or another doubt; inactive means no such curve, though single readings can be large; an effect the other way counts as inactive or inconclusive.

`N#Cc1c(NC(=O)COC(=O)c2nccnc2N)sc2c1CCCC2` gave Rab9 promoter act -1%, FLuc modulator -5%, p53 reactivator 5%, BRCA1 expr act -4%, NPC1 prom act -2%, Tb PFK inh 6%, ELG1 repair inh inconclusive, TRPV1 agonist -1 and ELG1 genotox 1%.
For Cc1ccc2c(c1)CCCN2C(=O)c1ccoc1C the results were Rab9 promoter act -3%, VP16 counter 8%, FLuc modulator -1%, p53 reactivator 3%, RORg inh -5%, BRCA1 expr act -41%, NPC1 prom act -2%, Tb PFK inh 2%, ELG1 repair inh 0%, TRPV1 agonist 0 and ELG1 genotox 1%.
Screening CC(=O)c1c(C(C)=O)c(C)n(C(c2ccccc2)c2ccccc2)c1C returned Rab9 promoter act -5%, VP16 counter -8%, FLuc modulator -1%, p53 reactivator 9%, RORg inh 3%, BRCA1 expr act -4%, NPC1 prom act -3%, Tb PFK inh -1%, ELG1 repair inh -14%, TRPV1 agonist 10 and ELG1 genotox -2%.
Screening Cc1cc(C)cc(Oc2coc3c(CN(C)C)c(O)ccc3c2=O)c1 returned Rab9 promoter act 0%, VP16 counter 8%, FLuc modulator 0%, p53 reactivator 3%, RORg inh -15%, BRCA1 expr act -24%, NPC1 prom act -3%, Tb PFK inh 1%, ELG1 repair inh -11%, TRPV1 agonist 3 and ELG1 genotox 0%.
`COc1ccc(NCc2ccc3c(c2)OCO3)cc1Cl` gave Rab9 promoter act 21%, VP16 counter 16%, FLuc modulator inconclusive, p53 reactivator 14%, RORg inh inconclusive, BRCA1 expr act 43%, NPC1 prom act 17%, Tb PFK inh -2%, ELG1 repair inh inconclusive, TRPV1 agonist 0 and ELG1 genotox 7%.
`CCOC(=O)C1(Cc2cccc(F)c2)CCN(C(=O)c2ccoc2C)CC1` gave Rab9 promoter act 13%, VP16 counter inconclusive, FLuc modulator 1%, p53 reactivator -1%, RORg inh 13%, BRCA1 expr act 1%, NPC1 prom act -7%, Tb PFK inh 3%, ELG1 repair inh -6%, TRPV1 agonist 24 and ELG1 genotox -5%.
CC(Oc1ccc(Cl)cc1C(N)=O)C(=O)N1CCc2ccccc21 (stereo not given) was read as p53 reactivator -15%, BRCA1 expr act -2%, Tb PFK inh 0%, ELG1 repair inh 3% and ELG1 genotox -1%.
For CC(=O)c1cccc(Nc2cc(C)nc3ccc(C)cc23)c1 the results were Rab9 promoter act -1%, VP16 counter inconclusive, FLuc modulator -8%, p53 reactivator 2%, RORg inh 3%, BRCA1 expr act -39%, NPC1 prom act 7%, Tb PFK inh 4%, ELG1 repair inh inconclusive, TRPV1 agonist -2 and ELG1 genotox -11%.
Screening Cc1ccc(S(=O)(=O)Nc2ccc(C(=O)NC3CC3)cc2)cc1 returned Rab9 promoter act 6%, VP16 counter 14%, FLuc modulator 6%, p53 reactivator -3%, RORg inh 4%, BRCA1 expr act 31%, NPC1 prom act -2%, Tb PFK inh 1%, ELG1 repair inh 8%, TRPV1 agonist 2 and ELG1 genotox 2%.
CCCCOc1ccc(CONS(=O)(=O)c2ccc(NC(C)=O)cc2)cc1Cl was read as Rab9 promoter act -4%, VP16 counter -29%, FLuc modulator 3%, p53 reactivator 5%, RORg inh -18%, BRCA1 expr act -62%, NPC1 prom act -3%, Tb PFK inh -1%, ELG1 repair inh -22%, TRPV1 agonist 2 and ELG1 genotox -2%.
Clc1ccc(-c2ccc(C=Nc3ccc(N4CCOCC4)cc3)o2)c(Cl)c1 was read as Rab9 promoter act 0%, VP16 counter 3%, FLuc modulator -20%, p53 reactivator -7%, RORg inh -22%, BRCA1 expr act 23%, NPC1 prom act 1%, Tb PFK inh 4%, ELG1 repair inh 3%, TRPV1 agonist -4 and ELG1 genotox 2%.
`Cc1ccc(C(=O)NCCNS(=O)(=O)c2ccccc2)cc1` gave Rab9 promoter act 5%, VP16 counter 7%, FLuc modulator 6%, p53 reactivator -8%, RORg inh 3%, BRCA1 expr act 9%, NPC1 prom act 2%, Tb PFK inh 7%, ELG1 repair inh 0%, TRPV1 agonist -1 and ELG1 genotox -1%.
For Cc1ccc(N2CC(C(=O)Oc3cccc(N4C(=O)CCC4=O)c3)CC2=O)cc1 (stereo not given) the results were Rab9 promoter act -12%, VP16 counter -11%, FLuc modulator -1%, p53 reactivator 0%, RORg inh 0%, BRCA1 expr act -12%, NPC1 prom act 0%, Tb PFK inh 0%, ELG1 repair inh 3%, TRPV1 agonist -1 and ELG1 genotox 1%.
`N#CCSC1=Nc2ccccc2C2=NC(CCC(=O)N3CCN(c4ccccc4)CC3)C(=O)N12` (stereo not given) gave Rab9 promoter act -4%, VP16 counter 11%, FLuc modulator -1%, p53 reactivator -4%, RORg inh 19%, BRCA1 expr act -5%, NPC1 prom act 2%, Tb PFK inh 4%, ELG1 repair inh inconclusive, TRPV1 agonist 0 and ELG1 genotox 1%.
`COc1ccc(C(=O)NC(=S)Nc2ccc(N3CCN(C(C)=O)CC3)cc2)cc1[N+](=O)[O-]` gave Rab9 promoter act -4%, VP16 counter 18µM*, FLuc modulator 0%, p53 reactivator -2%, RORg inh inconclusive, BRCA1 expr act -16%, NPC1 prom act -4%, Tb PFK inh -4%, ELG1 repair inh -27%, TRPV1 agonist -1 and ELG1 genotox -5%.
For Cc1nn(CC(=O)Nc2ccc(C#N)cc2)c(C)c1[N+](=O)[O-] the results were Rab9 promoter act -2%, VP16 counter -8%, FLuc modulator 2%, p53 reactivator 0%, RORg inh 3%, BRCA1 expr act -7%, NPC1 prom act -3%, Tb PFK inh -3%, ELG1 repair inh 0%, TRPV1 agonist 4 and ELG1 genotox 0%.
For CC(C)Sc1nc2c(cnn2-c2ccc(F)cc2)c(=O)[nH]1 the results were Rab9 promoter act -4%, VP16 counter -9%, FLuc modulator 1%, p53 reactivator -1%, RORg inh 2%, BRCA1 expr act 0%, NPC1 prom act 5%, Tb PFK inh -15%, ELG1 repair inh 3%, TRPV1 agonist 3 and ELG1 genotox -6%.
COc1ccc(-c2cc(C(=O)N3CCN(S(=O)(=O)c4ccc(C)cc4)CC3)[nH]n2)cc1 was read as Rab9 promoter act 9%, VP16 counter 6%, FLuc modulator -16%, RORg inh inconclusive, BRCA1 expr act 1%, NPC1 prom act 0%, Tb PFK inh 0%, ELG1 repair inh -1%, TRPV1 agonist -2 and ELG1 genotox 1%.
For CCSc1nnc(-c2ccc(S(=O)(=O)N3CCOCC3)cc2)n1C the results were Rab9 promoter act -2%, VP16 counter 8%, FLuc modulator 0%, p53 reactivator 8%, RORg inh -2%, BRCA1 expr act -12%, NPC1 prom act -4%, Tb PFK inh 1%, ELG1 repair inh 7%, TRPV1 agonist -1 and ELG1 genotox 2%.
`CC(=O)c1ccc(OCCCC(=O)N2CCN(S(=O)(=O)c3cc(C)ccc3C)CC2)cc1` gave Rab9 promoter act -1%, FLuc modulator -1%, p53 reactivator 1%, BRCA1 expr act -31%, NPC1 prom act -3%, Tb PFK inh -9%, ELG1 repair inh inconclusive, TRPV1 agonist 9 and ELG1 genotox -9%.
Screening COc1cccc(Oc2nc(-c3ccccc3O)nc3ccccc23)c1 returned Rab9 promoter act 3%, VP16 counter 4%, FLuc modulator -2%, p53 reactivator -3%, RORg inh -35%, BRCA1 expr act -1%, NPC1 prom act 3%, Tb PFK inh 0%, ELG1 repair inh inconclusive, TRPV1 agonist 6 and ELG1 genotox 1%.
Screening COc1ccc2[nH]c3c(c2c1)CCN1C(=O)C(CC(=O)NCCN2CCOCC2)C[C@H](C(=O)N2CCOCC2)[C@@]31C (stereo not given in full) returned p53 reactivator 1%, BRCA1 expr act 8%, Tb PFK inh 0%, ELG1 repair inh 19% and ELG1 genotox 6%.
`Nc1n[nH]c(N)c1N=Nc1ccccc1F` gave Rab9 promoter act 28%, VP16 counter -11%, FLuc modulator inconclusive, p53 reactivator 3%, RORg inh -13%, BRCA1 expr act inconclusive, NPC1 prom act 2%, Tb PFK inh -1%, ELG1 repair inh inconclusive, TRPV1 agonist -2 and ELG1 genotox 7%.
`O=C(O)c1cc([N+](=O)[O-])cc([N+](=O)[O-])c1N1CCN(c2cccc(C(F)(F)F)c2)CC1` gave Rab9 promoter act -11%, VP16 counter -3%, FLuc modulator 4%, p53 reactivator 0%, RORg inh 18%, BRCA1 expr act 2%, NPC1 prom act 0%, Tb PFK inh 0%, ELG1 repair inh 2%, TRPV1 agonist -2 and ELG1 genotox -4%.

Screens from PubChem.
